High-throughput results (PubChem)
DRD3 agonist: qHTS of D3 Dopamine Receptor Agonist: qHTS. D3R DiscoveRx beta-arrestin cells, luminescence, 90 min. D(3) dopamine receptor (Homo sapiens), P35462. max activation, %. AID 652048, 2013. actives 0.58% (n = 410,000); in the data active means max activation above about 30%; further: 0% is about no effect; mostly tested at two doses, the higher about 12 µM
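Agonist-mode cell screen: cells plated at 1500/well and incubated overnight at 37 °C, then exposed to library compounds for 90 min at 37 °C. Detection reagent was added for 30–60 min at room temperature, and luminescence was read.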
IL-2 act: qHTS of IL-2 Activators | IL-2 activation reporter assay, cell-based qHTS; stimulated with anti-CD3/CD4/CD28 beads; in transgenic mouse T cells | activation, % (series mostly up to about 46 µM) | actives 0.065% (n = 360,000) | AID 652025, 2013; in the data active means activation above about 50%; inconclusive means mostly about 30% to 49%; further: 0% is about no effect
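Using fluorescent plate cytometry, EGFP and DsRed are detected in transgenic mouse T cells stimulated 18 h at 37 degrees C with antibody-coated beads after 60 min compound pretreatment.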
WRN inhibitor: qHTS for Inhibitors of WRN Helicase; Potency, µM (doses to about 114 µM), for inactives: top-dose activity change, negative = inhibition, most hits filed as inhibitors; Bifunctional 3'-5' exonuclease/ATP-dependent helicase WRN (Homo sapiens), Q14191; WRN helicase unwinding, fluorescent forked duplex, kinetic; actives 0.46% (n = 360,000); AID 651768, 2012; further: potency means the concentration at half of the fitted maximal effect; on the % scale 0 is the no-effect control and ±100 the full control effect; nearly all actives have a fitted effect of over 55% in size
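WRN at 20 nM final was preincubated with compound for 15 min at room temperature; reaction started with 100 nM forked duplex oligonucleotide carrying fluorophore and quencher plus 2 mM ATP (final). Unwinding followed kinetically by red fluorescence (ex 525/em 598 nm).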
GLP-1R inv ag: qHTS of GLP-1 Receptor Inverse Agonists (Inhibition Mode) | Glucagon-like peptide 1 receptor (Homo sapiens), P43220 | HEK293 GLP-1R CRE-luciferase, luminescence, 24 h; GLP-1R form is constitutively active | Potency, µM (titrated, usually from 38.3 µM), inactives show top-dose activity change, negative = inhibition, usual class: inhibitors | actives 1.6% (n = 410,000) | AID 624417, 2012; further: potency means the concentration at half of the fitted maximal effect; on the % scale 0 is the no-effect control and ±100 the full control effect; nearly all actives have a fitted effect of over 55% in size
Target sequence (P43220 whole entry, looked up): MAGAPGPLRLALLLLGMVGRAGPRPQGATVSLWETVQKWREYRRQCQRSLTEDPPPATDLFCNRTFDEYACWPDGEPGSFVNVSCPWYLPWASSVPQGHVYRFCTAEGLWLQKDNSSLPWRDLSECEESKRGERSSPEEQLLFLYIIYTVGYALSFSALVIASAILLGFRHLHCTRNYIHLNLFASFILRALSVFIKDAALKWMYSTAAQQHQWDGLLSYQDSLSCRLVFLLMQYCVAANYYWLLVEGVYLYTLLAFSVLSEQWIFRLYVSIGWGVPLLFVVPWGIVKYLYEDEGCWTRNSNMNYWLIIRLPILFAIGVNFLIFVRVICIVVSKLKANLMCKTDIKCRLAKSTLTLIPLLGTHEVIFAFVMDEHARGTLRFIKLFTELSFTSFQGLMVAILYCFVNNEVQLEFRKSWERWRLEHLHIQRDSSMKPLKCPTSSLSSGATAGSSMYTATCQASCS
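Inverse agonism was detected as reduced cAMP-driven luciferase luminescence after 24 h compound treatment. The cells were HEK293 clones expressing constitutively active human GLP-1R with the reporter. Reporter-only and GPR119 cell lines served as counterscreen controls.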
GLP-1R agonist: qHTS of GLP-1 Receptor Agonists. HEK293 GLP-1R CRE-luciferase, luminescence, 4-6 h; cells express a hypersensitive GLP-1R form. Potency, µM (series often up to 45.6 µM), for the others: top-dose activation, actives largely listed as activators. actives 0.007% (n = 380,000). AID 624172, 2012; further: potency means the concentration at half of the fitted maximal effect; % of control where 0% means no effect
PI5P4K alpha inh: qHTS for Inhibitors of phosphatidylinositol 5-phosphate 4-kinase (PI5P4K); Phosphatidylinositol 5-phosphate 4-kinase type-2 alpha (Homo sapiens), P48426; PI5P4Kalpha enzyme, ADP-Glo luminescence, 60 min; stronger effect = lower value; max response, %; actives 1.2% (n = 330,000); active means max response of -50% or lower; inconclusive means between -30% and -50%; inactive means -30% or higher; further: value at the top dose of about 77 µM; on the % scale 0 is the no-effect control and ±100 the full control effect
Target sequence (P48426 whole entry, looked up): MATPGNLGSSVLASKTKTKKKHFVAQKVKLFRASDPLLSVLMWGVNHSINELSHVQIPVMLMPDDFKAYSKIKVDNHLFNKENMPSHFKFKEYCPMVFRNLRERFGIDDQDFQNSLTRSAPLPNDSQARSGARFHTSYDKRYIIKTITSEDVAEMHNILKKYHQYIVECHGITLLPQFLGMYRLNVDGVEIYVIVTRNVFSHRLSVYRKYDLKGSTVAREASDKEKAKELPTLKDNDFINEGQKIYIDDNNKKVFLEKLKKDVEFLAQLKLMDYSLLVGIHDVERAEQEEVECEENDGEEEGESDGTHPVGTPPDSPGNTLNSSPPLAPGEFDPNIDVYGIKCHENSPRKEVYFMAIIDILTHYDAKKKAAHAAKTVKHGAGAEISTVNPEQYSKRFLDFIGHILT
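Controls without substrate or without enzyme flank wells where PI5P4Kalpha converts substrate using 5 microM ATP (final). Incubation lasts 60 minutes at room temperature; ADP formed is read by ADP-Glo luminescence.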
DRD3 antagonist: qHTS of D3 Dopamine Receptor Antagonist: qHTS; D3R cells, DiscoveRx beta-arrestin luminescence, antagonist mode; stronger effect = lower value; max response, negative = inhibition, %; actives 2.5% (n = 360,000); AID 652054, 2013; in the data active means max response below about -50%; inconclusive means no clear call, values can overlap the other calls; further: on the % scale 0 is the no-effect control and ±100 the full control effect; mostly tested at two doses, the higher about 12 µM
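Cells expressing the human receptor were seeded at 1500 cells/well, incubated overnight at 37 degrees C in 5% CO2, then exposed to library compounds with dopamine controls for 90 minutes at 37 degrees C before luminescent detection.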
HEK293 tox: qHTS of GLP-1 Receptor Inverse Agonists: Cytotox Screen. HEK293 cAMP-luciferase reporter cells, luminescence, 24 h. Potency, µM (series often up to 38.3 µM), inactives show top-dose activity change, negative = inhibition, most hits filed as inhibitors. actives 0.13% (n = 410,000). AID 624418, 2012;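 further: loss of luciferase light is scored as toxicity; potency means the concentration at half of the fitted maximal effect; on the % scale 0 is the no-effect control and ±100 the full control effect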
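To flag toxic compounds, the library was rerun on cells for 24 hr at 37 deg C and 5% CO2. Viability-linked luminescence was captured 12 min after adding luciferase detection reagent.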
PLK1 PBD inh: qHTS for Inhibitors of PLK1-PDB (polo-like kinase 1 - polo-box domain): Primary Screen; Serine/threonine-protein kinase PLK1 (Homo sapiens), P53350; Plk1 PBD binding of FITC phosphopeptide, fluorescence polarization; Potency, µM, without a hit: max response, negative = inhibition, usual class: inhibitors; actives 2.8% (n = 360,000); AID 720504, 2013; further: potency means the concentration at half of the fitted maximal effect; series mostly up to about 57 µM; on the % scale 0 is the no-effect control and ±100 the full control effect; nearly all actives have a fitted effect of over 65% in size
* marks the source's active call; other numbers are inactive results; ? = inconclusive; / = not tested or not shown; [ ] = dose if it differs, or a comment. Unless noted, the call rests on the fitted dose curve; in most records, active means well fitted curve in the direction sought with a large enough effect; inconclusive means small, poorly fitted or top-dose-only effect, or another doubt; inactive means no such curve, though single readings can be large; an effect the other way counts as inactive or inconclusive.

Structure	DRD3 agonist	IL-2 act	WRN inhibitor	GLP-1R inv ag	GLP-1R agonist	PI5P4K alpha inh	DRD3 antagonist	HEK293 tox	PLK1 PBD inh
CSc1ccc(CN2CCC2(C)C(=O)Nc2ccc(C)c(O)c2)cc1 (stereo not drawn)	0	-0.4	-2%	-23%	13%	6	52	8%	5%
CCOC(=O)/C(=N\Nc1ccccc1Cl)N1CCN(C)CC1	-13	-1.7	6%	?	11%	18	-9	3%	-17%
Cc1ccc2nc(-c3ccc(SCC(=O)Nc4nc(C)cs4)nc3)[nH]c2c1	-3	0.1	?	5%	-1%	-10	-6	2%[1.53 µM]	4%
Cc1sc(NC(=O)c2ccccc2)c(C(c2ccccn2)N2CCN(CCO)CC2)c1C (stereo not drawn)	-2	-1.0	-4%	-12%	-3%	-4	3	-24%	-20%
C/C(=N\N=C(/N)SC1CC(=O)N(c2ccccc2)C1=O)c1cccs1 (stereo not drawn)	0	-2.4	-7%[57.1 µM]	-28%	-1%	/	-10	-12%	-2%
CCOc1cc(N2CCOCC2)c(OCC)cc1NC(=O)COC(=O)c1c(CC)noc1C	9	-1.1	5%	17%	19%	0	21	-7%	-14%
CCC(C)Nc1nc2c(c(=O)[nH]c(=O)n2C)n1CCOc1ccccc1 (stereo not drawn)	4	-2.5	-3%	102%[activator]	12%	0	-2	1%	-8%
CCCC(=O)N(Cc1cc(=O)[nH]c2ccccc12)c1cccc(C)c1	-13	-4.0	-2%	-14%	8%	-13	-14	-1%	-23%
CCOC(=O)c1ccccc1NC(=O)COC(=O)CCCOc1ccccc1	-14	-1.7	4%	14%	9%	-2	?	-2%	-17%
O=C(N/N=C/c1c[nH]c2ccccc12)C1CC1c1ccccc1 (stereo not drawn)	1	0.0	-28%[57.1 µM]	?	0%	2	1	1%[1.53 µM]	2%
Cn1c(=N)n(CC(O)c2ccccc2)c2ccccc21 (stereo not drawn)	-4	0.5	3%	-3%	-9%	-1	19	-5%	-2%
Cc1cc(NC(=O)CN2CCN(C/C=C/c3ccccc3)CC2)c([N+](=O)[O-])cc1C	-2	-0.7	2%	-12%	-2%	0	9	-7%	-7%
O=[N+]([O-])c1cc2ccccc2nc1-c1ccccc1	-11	-0.8	5%	4%	17%	4	-19	1%	-9%
COCCN(C(=O)c1cc(Cl)ccn1)c1c(N)n(Cc2ccccc2)c(=O)[nH]c1=O	-5	2.2	-17%	8%	-7%	2	-15	-11%	2%
CCOc1ccc(Nc2nc(Cl)nc(NCCO)n2)cc1	-20	-3.2	3%	2%	4%	-5	-11	2%	-12%
Cc1ccc(NC(=O)CCc2nnc3ccc(N4CCN(C)CC4)nn23)cc1F	2	1.8	1%	-1%	6%	5	-7	-1%	-2%
CCNC(=O)C1(C)CCCN1Cc1c(F)cccc1F (stereo not drawn)	7	0.3	3%	-10%	5%	-5	11	0%	-3%
COc1ccc(CCNCc2ccc(-c3ccccc3)cc2)cc1OC	-18	0.8	-33%	?	8%	6	?	?	-4%
N#Cc1c(Sc2ncc(C(F)(F)F)cc2Cl)nsc1C/C=N\OCc1ccccc1Br	-2	0.4	-18%	?	-6%	-29	?	-4%	3%
COc1ccc(CC(=O)NCC2CCCN(Cc3ccc(F)c(OC)c3)C2)cc1 (stereo not drawn)	-3	-0.6	2%	-25%	-5%	0	-6	-4%	-15%
Cc1cc(C(c2nnnn2Cc2ccccc2)N2CCOCC2)c(C)n1-c1ccc2c(c1)OCO2 (stereo not drawn)	-4	-3.4	-8%	50%[activator]	1%	/	-25	-19%	1%
COc1ccc(C2=Nc3ccccc3N(C(=O)Cc3cc(OC)cc(OC)c3)C2C(=O)NC(C)(C)C)cc1 (stereo not drawn)	-5	-0.5	-4%	?	/	2	-5	-8%	-11%
O=C(CN1C(=O)CSc2ccc(S(=O)(=O)N3CCOCC3)cc21)NCc1ccc(F)cc1	7	-0.3	8%	8%	-1%	1	7	5%	-1%
COc1cc(NC(=O)c2c3c(nc4ccccc24)CCC3)cc(OC)c1	-7	-1.7	-7%	0%	-4%	-2	-18	-24%	-4%
O=C(COc1ccc(Br)cc1Br)Nc1ccc(S(=O)(=O)Nc2ncccn2)cc1	1	/	/	-3%	-7%	/	/	-7%	/
C/C(=N/NC(=O)c1ccn(C)n1)c1ccncc1	4	-0.2	1%	43%[activator]	12%	11	0	13%	-3%
CN1C(=O)S/C(=C/c2cccnc2)C1=O	1	0.3	-17%	5%	7%	/	-23	2%	-10%
O=C(CCCNS(=O)(=O)c1ccc(Br)cc1)N1CC[C@@]2(O)CCCC[C@H]2C1	-7	0.8	-14%	-28%	4%	2	76	-2%	-6%
CN(C)Cc1ncccc1Oc1nc2cc(-c3cccc(Cl)c3)sc2c(=O)n1C	-2	0.1	11%	?	2%	11	4	-23%	-5%
Nc1cc(-c2nc3ncccc3o2)ccc1Cl	0	0.4	4%	23%	8%	-9	34	-10%	-7%

Laid out differently: results already given.
smiles: Cc1cc(C(c2nnnn2Cc2ccccc2)N2CCOCC2)c(C)n1-c1ccc2c(c1)OCO2 (stereo not drawn)
  DRD3 agonist: -4; IL-2 act: -3.4; WRN inhibitor: -8%; GLP-1R inv ag: 50%[activator]; GLP-1R agonist: 1%; PI5P4K alpha inh: /; DRD3 antagonist: -25; HEK293 tox: -19%; PLK1 PBD inh: 1%

smiles: C/C(=N/NC(=O)c1ccn(C)n1)c1ccncc1
  DRD3 agonist: 4; IL-2 act: -0.2; WRN inhibitor: 1%; GLP-1R inv ag: 43%[activator]; GLP-1R agonist: 12%; PI5P4K alpha inh: 11; DRD3 antagonist: 0; HEK293 tox: 13%; PLK1 PBD inh: -3%

smiles: CCOc1cc(N2CCOCC2)c(OCC)cc1NC(=O)COC(=O)c1c(CC)noc1C
  DRD3 agonist: 9; IL-2 act: -1.1; WRN inhibitor: 5%; GLP-1R inv ag: 17%; GLP-1R agonist: 19%; PI5P4K alpha inh: 0; DRD3 antagonist: 21; HEK293 tox: -7%; PLK1 PBD inh: -14%

smiles: CSc1ccc(CN2CCC2(C)C(=O)Nc2ccc(C)c(O)c2)cc1 (stereo not drawn)
  DRD3 agonist: 0; IL-2 act: -0.4; WRN inhibitor: -2%; GLP-1R inv ag: -23%; GLP-1R agonist: 13%; PI5P4K alpha inh: 6; DRD3 antagonist: 52; HEK293 tox: 8%; PLK1 PBD inh: 5%

Next structures.
Structure	DRD3 agonist	IL-2 act	WRN inhibitor	GLP-1R inv ag	GLP-1R agonist	PI5P4K alpha inh	DRD3 antagonist	HEK293 tox	PLK1 PBD inh
CCN(CC(=O)Nc1ccc2c(c1)OCCO2)C(=O)C1CCCCC1	1	-1.6	5%	-13%	-4%	-11	-7	-6%	1%
O=C(CSc1nnc(CN2CCCCC2)n1-c1ccccc1)c1ccc2c(c1)OCO2	-1	0.8	-8%[57.1 µM]	?	5%	0	15	-1%[1.53 µM]	-6%
COC1CC(=O)C2OC(c3ccccc3)OCC2O1 (stereo not drawn)	7	-0.6	-5%	3%	-2%	-8	21	-14%	4%
CC(C)[C@H](NC(=O)OCc1ccccc1)C(=O)OCC(=O)N1CCN(c2ccc(F)cc2)CC1	1	-0.3	2%	?	-1%	8	-2	-8%	-18%
CCc1ccccc1NCC(=O)Nc1ccc(Cl)c(C(F)(F)F)c1	-6	0.1	-6%	?	-28%	14	-16	?	-10%
O=S(=O)(c1ccccc1)N1CCN(c2ncccn2)CC1	1	-3.6	-9%	1%	1%	/	6	-9%	-1%
CNc1cnn(-c2ccc(C)cc2)c(=O)c1Sc1ccc(C)cc1	-4	-2.0	-3%	?	8%	-5	7	-20%	5%
COc1ccc(N2CCN(C3CCCN(Cc4ccccc4OCCO)C3)CC2)cc1 (stereo not drawn)	-12	0.1	-7%	-16%	-6%	1	7	-8%	0%
CCCC(=O)NCCCCNC(=O)CCC	-1	0.8	6%	21%	-7%	-2	-15	18%	-13%
CC1(C)CC1C(=O)Nc1ccc([N+](=O)[O-])cc1Br (stereo not drawn)	1	-3.8	-2%	-15%	7%	3	72	3%	5%
COc1cc2c(cc1OC)CN(C(=O)CN1CCN(S(=O)(=O)c3ccc(C)c(C)c3)CC1)CC2	1	-2.7	-1%	-14%	1%	-1	3	-3%	-9%
CCNC(=S)NNC(=O)c1cc(-c2cccnc2)nc2ccccc12	2	2.1	-8%	44%[activator]	6%	6	-29	4%	-21%
CC(=O)Nc1ccc(-c2cn3c(n2)SCC3)cc1	-18	-0.7	-6%	25%	2%	-5	-27	-1%	?
CC(Oc1cccc(Cl)c1)C(=O)Nc1ccccc1N1CCCC1 (stereo not drawn)	0	-5.8	-11%	?	5%	14	-1	15%	-2%
